V1aR counter: counter-screen for oxytocin receptor agonists: human V1a receptor agonists; P37288; CHO-V1R cells, Fluo-8 calcium fluorescence, agonist mode; 0% DMSO, 100% 3 nM vasopressin; activation, % at 3 µM; 320,000 compounds, 0.25% hits;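 active = activation above the mean activation of all tested compounds plus 3 SD, per screening run, cut at about 20% in these data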;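 also: signal is peak over basal fluorescence ratio across a 100 second FLIPR read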
Target sequence (P37288 whole entry, looked up): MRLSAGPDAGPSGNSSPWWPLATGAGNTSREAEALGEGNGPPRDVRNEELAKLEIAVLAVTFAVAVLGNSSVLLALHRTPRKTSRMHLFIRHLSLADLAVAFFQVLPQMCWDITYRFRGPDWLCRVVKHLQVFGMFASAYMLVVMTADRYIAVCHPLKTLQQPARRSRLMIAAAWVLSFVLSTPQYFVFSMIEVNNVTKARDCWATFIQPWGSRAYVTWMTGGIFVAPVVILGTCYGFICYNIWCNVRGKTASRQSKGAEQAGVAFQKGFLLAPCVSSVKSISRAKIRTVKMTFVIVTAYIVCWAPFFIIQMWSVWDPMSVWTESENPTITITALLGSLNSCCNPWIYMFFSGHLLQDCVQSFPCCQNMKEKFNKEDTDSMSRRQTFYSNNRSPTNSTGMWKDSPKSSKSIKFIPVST
CHO-K1 Ca PAM: nonselective activator or artifact in parental CHO-K1 calcium assay; ATP EC20, Fluo-8 calcium fluorescence; 0% at ATP EC20, 100% at ATP max; AID 602247; 360,000 compounds, 0.02% hits; activation, % at 3 µM;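 active = activation above the run cutoff, the mean activation of all test compounds plus 3 SD, cut at about 40% in these data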;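 also: peak over basal fluorescence ratio in a 140 s read after ATP addition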
OXTR potentiate: human OXTR potentiation. CHO-OTR cells, Fluo-8 calcium fluorescence, potentiator mode; 0% = oxytocin EC15, 100% = EC100. 320,000 compounds, 0.061% hits. P30559. activation, % at 3 µM;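 active = activation above that plate's cutoff, the mean activation of tested compounds plus 3 SD, cut at about 6.6% in these data, passing the limit was not always enough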;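 also: 100% uses oxytocin at 75 nM as the full agonist control; some results filed as inactive read as strong as hits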
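Material: CHO-OTR cells, human receptor; compound dosing: single dose, 3.0 µM nominal final compound concentration; schedule: 6 min compound pre-incubation at room temperature, 100 s kinetic read; measured by: kinetic Fluo-8 calcium fluorescence; read-out basis: % activation vs EC15 and EC100 oxytocin; controls: EC15 oxytocin alone as 0%, 75 nM oxytocin as 100%; replicates: singlicate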
M1 ag parental: counter-screen for M1 agonists: effect in parental CHO-K1 cells | activation, % at 3 µM | Fluo-8 calcium fluorescence; scaled to maximal ATP response, vehicle zero | AID 602248 | 360,000 compounds, 0.48% hits; in the data active = activation above about 15%;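 also: untransfected CHO-K1 host cells lacking M1 receptor as counterscreen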
CHO-K1 Ca antag: nonselective inhibitor or artifact in parental CHO-K1 cells; ATP-induced calcium, Fluo-8 fluorescence; inhibition, % at 3 µM; 360,000 compounds, 0.6% hits; AID 602250;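 active = inhibition above a per-plate cutoff, the plate's mean sample inhibition plus 3 SD, cut at about 24% in these data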;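 also: 0% = DMSO plus EC80 ATP and 100% = DMSO alone without ATP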
CHO parental Ca: counter-screen: ATP calcium response change in parental CHO cells; parental CHO-K1, ATP-induced calcium, Fluo-8 fluorescence; inhibition, % at 5.6 µM; 330,000 compounds, 0.63% hits; AID 463079;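 active = inhibition above that plate's mean sample inhibition plus 3 SD, cut at about 26% in these data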;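 also: 0% = ATP-challenged DMSO wells and 100% = DMSO wells without ATP; some compounds past the cut are filed as inactive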
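Measured by: calcium-sensitive Fluo-8 fluorescence / Test system: CHO parental line / Controls: ATP-challenged DMSO wells low, unchallenged DMSO wells high / Measure: % inhibition / Compound: single nominal dose of 5.6 µM per compound / Replicates: single well per compound, no replicates / Reagent: ATP as calcium-mobilizing challenge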
OXTR ag: activates the human oxytocin receptor | P30559 | CHO-OTR cells, Fluo-8 calcium fluorescence; normalized: DMSO 0%, oxytocin 100% | activation, % at 3 µM | 320,000 compounds, 0.32% hits | AID 2435;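 active = activation above the mean of all tested compounds plus 3 SD, cutoff set per screening run, cut at about 20% in these data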;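 also: peak over basal fluorescence ratio from a 100 s FLIPR kinetic read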
TAAR1 antagonist: human TAAR1 antagonism. Q96RJ0. CHO RD-HGA16 TAAR1, Fluo-8 calcium fluorescence, antagonist. inhibition, % at 3 µM. 360,000 compounds, 1.5% hits. AID 624466;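 active = inhibition above a per-plate cutoff, the mean inhibition of test compounds on that plate plus 3 SD, cut at about 49% in these data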;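 also: 0% = DMSO plus EC80 beta-PEA response and 100% = DMSO alone without agonist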
Target sequence (Q96RJ0 whole entry, looked up): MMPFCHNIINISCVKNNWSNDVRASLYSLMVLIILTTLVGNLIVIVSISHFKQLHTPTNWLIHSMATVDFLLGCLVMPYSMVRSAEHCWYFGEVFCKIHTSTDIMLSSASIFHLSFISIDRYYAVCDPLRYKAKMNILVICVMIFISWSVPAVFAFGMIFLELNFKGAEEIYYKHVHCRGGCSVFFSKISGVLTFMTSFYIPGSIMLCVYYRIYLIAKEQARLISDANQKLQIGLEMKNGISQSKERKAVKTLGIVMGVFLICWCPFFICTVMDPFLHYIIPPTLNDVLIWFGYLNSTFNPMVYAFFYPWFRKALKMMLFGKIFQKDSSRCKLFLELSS
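Test system: hTAAR1-expressing CHO RD-HGA16 cells, Gα16-coupled; Probe or stimulus: EC80 β-phenethylamine stimulus; Compound dosing: single nominal final test compound concentration of 3 µM; Timing: 140 s kinetic read after compound, 140 s after agonist; Signal: Fluo-8 calcium-sensitive fluorescence; Measure: % inhibition of agonist calcium response; Controls: DMSO and EC80 PEA controls.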
GPR7 antagonist: blocks human GPR7 receptor signaling. P48145. GPR7-expressing cells, fluorescence antagonist assay. inhibition, % at 4.4 µM. 290,000 compounds, 1.1% hits; in the data active = inhibition above about 16%, passing the limit was not always enough;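 also: cells stimulated with the agonist NPW; 0% = agonist with vehicle and 100% = vehicle without agonist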
* hit, by the source's call; nt = no result given.

SMILES	V1aR counter	CHO-K1 Ca PAM	OXTR potentiate	M1 ag parental	CHO-K1 Ca antag	CHO parental Ca	OXTR ag	TAAR1 antagonist	GPR7 antagonist
COc1ccc(CNC(=O)CCCNS(=O)(=O)c2cccc3nonc23)cc1	0.2	15	-12	0.3	-7	6	0.8	8	-14
O=Cc1ccc(Sc2nnc(-c3ccccc3)o2)c([N+](=O)[O-])c1	-0.4	-5	4	-0.2	14	11	-0.6	nt	-10
COc1ccc(NC2CCCN(C(=O)CCC3=NNC(=O)CC3)C2)cc1 (stereo not drawn)	1.0	6	-6	0.6	-7	-1	7.9	-9	-1
CCc1cc2c3c(c(=O)oc2cc1OC(C)C(=O)O)CCCC3 (stereo not drawn)	0.8	-9	2	-0.2	3	-1	0.0	-18	4
CCn1c(SCC(=O)Nc2ccc(NC(C)=O)cc2)nnc1C1CC1	1.1	14	-10	-0.1	-6	-4	-0.4	14	-6
COc1ccc(CCN2CC(C(=O)NCCc3ccccc3)CC2=O)cc1OC (stereo not drawn)	0.3	14	-2	0.4	-7	0	0.1	6	-3
CCOc1cc(-c2noc(CCC(=O)N3CCOCC3)n2)ccc1OC	0.7	13	-9	0.7	-5	2	-0.2	6	3
O=C(COC(=O)c1ccc(Sc2ccccc2)c([N+](=O)[O-])c1)NC1CCS(=O)(=O)C1 (stereo not drawn)	1.1	21	-5	1.3	-10	-6	1.2	5	4
Oc1ccc(NC(=S)Nc2ccc(O)cc2)cc1	0.4	21	-2	0.8	-20	-8	-0.3	5	-11
COc1cc(NC(=O)CSc2nnnn2Cc2ccc3c(c2)OCO3)cc(OC)c1	1.9	17	-13	0.5	-8	0	3.1	14	3
CCN(CC)S(=O)(=O)c1ccc(C(=O)NC2=NCCS2)cc1	0.0	-17	-4	0.9	-15	-8	0.9	1	-2
O=C(C1CCN(S(=O)(=O)N2CCCCC2)CC1)N1CCCCC1	1.4	17	-3	0.4	-8	-13	1.8	-8	-7
COc1ccc(Cl)cc1NC(=O)CN(C)C(=O)C1CC(=O)N(Cc2ccc(C)cc2)C1 (stereo not drawn)	-0.2	1	-11	0.8	2	-25	-0.1	-45	nt
CCCN(CCC)c1nc2ccccc2nc1C(C#N)C(=O)OCCOC (stereo not drawn)	-1.2	16	-5	0.7	-2	-46	-2.0	15	-2
Cc1cccc(NC(=O)C2NC(=O)CC2c2ccccc2)c1C (stereo not drawn)	1.6	9	-3	0.0	7	-14	1.5	8	-5
CCOc1ccc(C(=O)NCC(=O)NCC(c2ccco2)N2CCCCC2)cc1 (stereo not drawn)	-0.3	5	-6	0.1	-19	-6	0.0	-4	nt
Cc1nc2oc3ccc(F)cc3c(=O)c2cc1C(=O)O	-0.4	2	-2	0.1	-10	-9	0.6	3	5
COc1ccc(Cl)cc1NC(=O)CSc1nc(N2CCOCC2)nc(N2CCOCC2)n1	-0.2	24	-6	1.3	-9	-8	0.0	-6	1
COCCOC(=O)c1c(C)nc(SCC(=O)Nc2cccc3ccccc23)c(C#N)c1-c1ccco1	-0.2	12	-10	0.8	1	-29	3.8	51*	4
CC(=O)Nc1ccc(NC(=O)CCC(=O)OCC(=O)c2ccc(F)cc2)cc1	0.4	7	-2	0.2	-7	4	0.9	-2	-5
S=C(Nc1ccccc1)Nc1ccc(Cl)cn1	-1.4	8	-8	3.9	-2	-14	-2.8	nt	-15
O=c1[nH][nH]c2c1[C@@H](c1ccc(F)cc1)O[C@H](CCc1ccccc1)C2	nt	1	nt	0.5	-11	nt	nt	-2	nt
FC(F)(F)c1cccc(Nc2ncnc3ccccc23)c1	1.1	1	-3	2.3	1	-20	-0.3	4	9
O=[N+]([O-])c1cccc(-c2nc(-c3cccs3)c(-c3cccs3)[nH]2)c1	-0.5	3	-13	0.7	-1	9	-1.1	58*	-4
O=[N+]([O-])c1ccc(Cl)c(/C=N/N2CCN(Cc3ccccc3)CC2)c1	-1.4	11	-2	0.0	-6	-20	-0.4	18	2
O=C(NCCc1c[nH]c2ccccc12)C(=O)NCC(c1ccco1)N1CCN(c2ccc(F)cc2)CC1 (stereo not drawn)	-0.6	24	-9	0.8	-4	-6	0.8	-6	-8
Cc1ccccc1NS(=O)(=O)c1cc2c(cc1C)N(C)CCO2	0.3	10	-2	0.1	-4	-18	-1.0	-1	1
COc1ccc([N+](=O)[O-])cc1NC(=O)CCCOc1ccccc1	-0.6	26	-4	3.5	-16	2	-0.3	-11	1
Cc1ccc(NC2CCCN(C(=O)CCC(=O)c3ccccc3)C2)cc1C (stereo not drawn)	nt	19	nt	3.2	-18	nt	nt	5	0
Cc1c(C(=O)O)oc2ccc(S(=O)(=O)N3CCCCC3C(=O)O)cc12 (stereo not drawn)	-0.2	1	-3	0.1	7	7	0.8	-17	-3

The final 2 compounds of the part before are carried over, then new ones follow:
SMILES	V1aR counter	CHO-K1 Ca PAM	OXTR potentiate	M1 ag parental	CHO-K1 Ca antag	CHO parental Ca	OXTR ag	TAAR1 antagonist	GPR7 antagonist
Cc1ccc(NC2CCCN(C(=O)CCC(=O)c3ccccc3)C2)cc1C (stereo not drawn)	nt	19	nt	3.2	-18	nt	nt	5	0
Cc1c(C(=O)O)oc2ccc(S(=O)(=O)N3CCCCC3C(=O)O)cc12 (stereo not drawn)	-0.2	1	-3	0.1	7	7	0.8	-17	-3
CC(C)C1/C(=N/O)CC(c2ccccc2)NC1c1ccccc1 (stereo not drawn)	-2.0	-16	-1	3.5	13	-9	-2.1	47	21*
CN(c1ccccc1)S(=O)(=O)c1cccc(NC(=O)CCNC(=O)c2ccccc2)c1	5.4	-5	-10	10	-13	-15	1.2	54*	nt
CN1CCN(c2ccc(NC(=O)c3ccc(-c4ccccc4F)o3)cc2)CC1	1.1	11	-7	3.4	-17	-22	1.7	-16	nt
C=C(C)CC(Nc1ccc(OC)cc1)c1ccco1 (stereo not drawn)	-0.6	16	-5	-0.1	-5	-8	-2.4	-3	-13
CCCCN(C)CCCNC(=O)c1cc(=O)[nH]c2ccc(S(=O)(=O)N3CCCCC3C)cc12 (stereo not drawn)	-0.5	11	-14	1.0	-13	-18	-1.0	-4	-14
CSc1ccc(S(=O)(=O)N2CCC(C(=O)Nc3cccnc3)CC2)cc1	2.0	-9	-6	1.4	2	-11	2.6	-6	-6
COc1ccc(NS(=O)(=O)c2cc3c4c(c2)CCN4C(=O)CC3)cc1OC	1.8	3	-11	0.5	9	2	1.0	nt	nt
c1ccc(-c2ccccc2OCCOCCN2CCc3ccccc3C2)cc1	2.3	1	-4	1.3	5	-23	0.7	14	16*
CCCC(=O)Oc1ccc(N(C(=O)CCC)S(=O)(=O)c2cccc([N+](=O)[O-])c2)cc1	0.2	15	-11	0.2	-2	-15	-2.7	-15	-9
CN(C)S(=O)(=O)c1cc(C(=O)Nc2ccccc2C(=O)NC2CC2)ccc1Cl	1.4	10	-3	4.3	-14	-31	-1.2	37	nt
O=C(C1CCCN(S(=O)(=O)c2cccc3nonc23)C1)N1CCN(c2cccc(Cl)c2)CC1 (stereo not drawn)	3.0	6	-10	3.1	-3	-5	4.7	49*	8
CCc1nc2c(OCCOc3ccc(F)cc3)cccn2c1N(C=O)Cc1ccccc1	nt	4	nt	2.8	-3	nt	nt	13	nt
CCOC(=O)c1cc(-c2ccc(Cl)cc2)nc2c1c(=O)[nH]c(=O)n2CCOC	-0.6	-12	-21	1.0	-6	-8	-1.0	17	9
Cc1cc(=O)oc(C)c1C(=O)NCC1COc2ccccc2O1 (stereo not drawn)	-0.7	0	-4	-0.1	0	-9	0.0	-11	-3
COc1ccc2cc3cc(C(=O)N4CC(C)CC(C)C4)oc3nc2c1 (stereo not drawn)	0.7	11	-6	0.9	-16	-17	0.0	nt	5
Cc1ccc(S(=O)(=O)N2CCOCC2)cc1NC(=O)c1cc2ccccc2oc1=O	0.9	-3	1	-0.2	-1	-8	-0.6	-10	nt
COc1ccc(OC)c(/C=N/NC(=O)CN2CCSCC2)c1	-0.5	12	-4	-0.1	6	-9	-0.3	-7	-5
O=C(CN1CCSCC1)N/N=C/c1ccc(Cl)cc1	0.6	nt	-6	nt	nt	-14	-0.1	-17	-20
COc1cc(/C=C(\C#N)C(=O)Nc2cccnc2)ccc1OC(C)C	-1.1	16	-1	3.4	-9	-4	0.1	25	-12
CCOC(=O)c1[nH]c(C)c(C(=O)OCC(=O)N2CCc3ccccc32)c1C	7.7	16	-13	11	-3	-3	8.9	27	-8
O=S1(=O)N=C(N(CCO)/N=C/c2ccccc2F)c2ccccc21	2.9	-8	-11	3.8	-13	-6	-0.6	11	3
COc1ccc(-n2c(SCC(N)=O)nnc2-c2ccccc2F)cc1	0.1	-7	-2	0.2	21	6	0.3	19	-1
CCn1nc(-c2ccccc2)c2nc3ccccc3nc21	2.6	-7	-11	2.0	13	-6	5.5	38	-7
Cc1cc(OCc2cc(C(=O)N(C)Cc3nonc3C)no2)cc(C)c1Cl	2.5	16	-16	5.2	-11	-4	1.4	5	21
COc1ccc(-c2cn3c(C)c(C(=O)Nc4ccncc4)sc3n2)cc1	9.5	17	-6	9.2	-3	-1	10	35	-1
COc1ccc(C2(c3ccc(OC)cc3)NC(=O)N(CC(=O)NC3(C#N)CCCCC3)C2=O)cc1	1.2	7	4	0.5	-14	-19	1.9	-10	nt
CC1N=C(SCC(=O)c2ccc(F)cc2)N2C(C)N=C(SCC(=O)c3ccc(F)cc3)N12 (stereo not drawn)	nt	-8	nt	-0.1	8	nt	nt	0	nt
CS(=O)(=O)N1CCc2ccc(NC(=O)C3CCCO3)cc2C1 (stereo not drawn)	1.5	-2	-7	0.2	-1	-9	0.1	-13	6
COc1ccc(-c2ccc(S(=O)(=O)n3nc(OC(=O)c4cccs4)cc3N)cc2)cc1	1.0	9	-7	-0.7	0	-4	0.3	14	-9
CC(=O)c1ccc(-c2cnc3c(NC=O)cc(-c4ccccc4Oc4ccccc4)cn23)cc1	nt	17	nt	0.5	-14	nt	nt	13	nt
COc1cc(/C=C/C(=O)O)cc(S(=O)(=O)Nc2ccc3nc(C)sc3c2)c1OC	0.7	8	-1	0.1	-9	-2	1.0	1	-8
Cc1ccc(OCCC(=O)OC(C)C(=O)NC2CC2)cc1 (stereo not drawn)	0.4	-10	-5	0.7	-12	16	0.7	11	nt

Screening data: PubChem BioAssay, The Scripps Research Institute Molecular Screening Center
